Screening data deposited in PubChem by National Center for Advancing Translational Sciences (NCATS).
SNCA expr inhib: inhibitors of alpha-synuclein (SNCA) gene expression; HEK-293 SNCA-luciferase knock-in, luminescence, 24 h; Potency, µM (top dose mostly 57.2 µM), inactives show at the top dose activity change, negative = inhibition, most hits filed as inhibitors; hit rate 0.17% among 140,000;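 also: potency is read from the fitted curve at half-maximal effect; plate controls were DMSO cells for no effect and cell-free wells for full effect; nearly all actives have a fitted effect of over 45% in size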
GPT2 inhibitor: GPT2 alanine aminotransferase inhibition; hit rate 0.25% among 100,000; Q8TD30; Recombinant GPT2, coupled pyruvate oxidase/HRP Amplex Red fluorescence; Potency, µM (highest dose often 57.7 µM), for inactives: at the highest dose activity change, negative = inhibition, hits mostly inhibitors; also: potency is read from the fitted curve at half-maximal effect; nearly all actives have a fitted effect of over 60% in size; many of its hits are not listed in these tables
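Fluorescence of coupled pyruvate oxidase/HRP/Amplex Red system (50uM Amplex, 30 min, dark) reports pyruvate formed by GPT2. Enzyme reaction: 10ng/uL GPT2, 2mM L-alanine, 250uM a-KG, 30 min room temperature, pH 7.5; 50uM AOA control.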
3T3 cytotox: NIH 3T3 cell cytotoxicity | AID 1345082 | hit rate 4.3% among 94,000 | Potency, µM (titrated, usually from 96.7 µM), inactives show at the top dose activity change, negative = cytotoxicity, actives largely listed as inhibitors | NIH 3T3 viability, CellTiter-Glo ATP luminescence, 48-72 h; also: potency is read from the fitted curve at half-maximal effect; nearly all actives have a fitted effect of over 55% in size
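Cells were seeded at 400 per well, treated with pin-transferred compound, and kept 48 or 72 hr at 37 °C before CellTiter-Glo addition and luminescence imaging of cellular ATP.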
HEK cytotox: kills HEK 293 cells; HEK 293 viability, ATP luminescence (CellTiter-Glo), 48-72 h; Potency, µM (top dose mostly 115 µM), inactives show top-dose activity change, negative = cytotoxicity, usual class: inhibitors; hit rate 6.6% among 94,000; AID 1345083; also: potency is read from the fitted curve at half-maximal effect; nearly all actives have a fitted effect of over 60% in size
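Pintool-delivered compounds were incubated with HEK 293 cells (250 cells/well) at 37 degree Celsius for 48 or 72 hr. ATP-dependent luminescence (CellTiter-Glo) then reported remaining viable cells.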
Luciferase inh: blocks purified firefly luciferase enzyme activity | P08659 | purified P. pyralis luciferase, luminescence, biochemical | Potency, µM (highest dose often 115 µM), inactives show top-dose activity change, negative = inhibition, actives largely listed as inhibitors | hit rate 2.5% among 76,000 | AID 1347043; also: potency is read from the fitted curve at half-maximal effect; nearly all actives have a fitted effect of over 65% in size
Target sequence (P08659 whole entry, looked up): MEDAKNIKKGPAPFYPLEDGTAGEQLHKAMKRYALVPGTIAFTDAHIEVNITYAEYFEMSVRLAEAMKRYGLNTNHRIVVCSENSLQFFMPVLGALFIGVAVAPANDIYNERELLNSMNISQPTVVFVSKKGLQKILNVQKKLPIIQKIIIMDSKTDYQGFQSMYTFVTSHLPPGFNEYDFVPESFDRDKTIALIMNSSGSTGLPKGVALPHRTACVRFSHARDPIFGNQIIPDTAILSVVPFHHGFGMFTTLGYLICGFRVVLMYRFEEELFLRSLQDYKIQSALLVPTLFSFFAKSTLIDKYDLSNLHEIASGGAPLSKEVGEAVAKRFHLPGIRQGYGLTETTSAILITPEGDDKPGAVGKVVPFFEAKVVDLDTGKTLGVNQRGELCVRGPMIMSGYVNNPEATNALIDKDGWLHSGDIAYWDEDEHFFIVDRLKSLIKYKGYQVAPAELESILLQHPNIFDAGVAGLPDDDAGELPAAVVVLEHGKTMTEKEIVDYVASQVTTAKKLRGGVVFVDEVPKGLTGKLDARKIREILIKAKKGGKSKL
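Inhibitors were tested against purified firefly luciferase in a biochemical, low-substrate format (both substrates at 10uM) and luminescence measured with a CCD imager.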
IP6K1 inh: inhibitors of human IP6K1 | IP6K1 kinase, ADP-Glo luminescence, 2 h; stronger effect = lower value | activity change, % (series mostly up to about 58 µM) | hit rate 0.81% among 140,000 | AID 1645851; in the data active = activity change below about -25%
Target sequence (Q92551 whole entry, looked up): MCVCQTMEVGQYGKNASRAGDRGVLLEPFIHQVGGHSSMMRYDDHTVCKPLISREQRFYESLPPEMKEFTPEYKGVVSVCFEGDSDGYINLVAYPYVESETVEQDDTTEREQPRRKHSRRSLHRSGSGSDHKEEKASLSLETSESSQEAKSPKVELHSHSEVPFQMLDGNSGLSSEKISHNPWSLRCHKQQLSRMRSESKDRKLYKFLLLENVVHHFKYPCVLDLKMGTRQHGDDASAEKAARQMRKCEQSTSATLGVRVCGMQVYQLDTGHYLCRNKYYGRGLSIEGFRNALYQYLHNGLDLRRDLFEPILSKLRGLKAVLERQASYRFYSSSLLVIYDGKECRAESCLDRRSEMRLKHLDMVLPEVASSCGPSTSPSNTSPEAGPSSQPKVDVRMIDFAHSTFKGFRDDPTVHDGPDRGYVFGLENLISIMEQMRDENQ
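ADP-Glo luminescence measures ADP made by human IP6K1 during a 2 h RT reaction with ATP/IP6 (mix at 1.3 mM/130 uM); top library doses 57.5 and 19.1 uM final.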
HEK293 viab: reduces viability of HEK-293 SNCA reporter cells | HEK-293-SNCA-luc viability, GF-AFC fluorescence, 24 h | Potency, µM (series often up to 57.1 µM), without a hit: at the top dose activity change, negative = cytotoxicity, actives largely listed as cytotoxic | hit rate 0.12% among 150,000;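 also: potency is read from the fitted curve at half-maximal effect; 0% = DMSO-treated cells and -100% = medium-only wells without cells; nearly all actives have a fitted effect of over 30% in size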
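Cytotoxicity counterscreen: after 24 h compound treatment of genome-edited SNCA-luciferase HEK-293 cells, live-cell protease substrate GF-AFC read by fluorescence after 30 min; activity scaled between DMSO (0%) and medium-only (-100%), curves Hill-fitted.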
The depositor's hits bear a star; i = inactive; ? = inconclusive; . = no result given; [ ] = dose if it differs, or a comment. Unless noted, calls follow the shape of the dose curve; as a rule, active = well fitted curve in the direction sought with a large enough effect; inconclusive = small, poorly fitted or top-dose-only effect, or another doubt; inactive = no such curve, though single readings can be large; an effect the other way counts as inactive or inconclusive. Unless noted, % is scaled to controls: 0 for no effect and ±100 for the full control effect. Not a hit list. Share with any hit: about 7.7%.

SMILES	SNCA expr inhib	GPT2 inhibitor	3T3 cytotox	HEK cytotox	Luciferase inh	IP6K1 inh	HEK293 viab
N#Cc1cccnc1N1CCN(Cc2ccc(F)c(F)c2)C(CCO)C1 (centres undefined)	-23%	-9%	-1%	-10%	1%	30	-7%
COc1ccc(CC(=O)NC2CCN(c3ccc4nnc(C5CC5)n4n3)CC2)cc1	.	.	?	-29%	.	16	.
CNC(=O)c1cc(C2CC2)nc2onc(C3CCN(C(=O)c4ccccc4)CC3)c12	.	.	-28%	-4%	.	-13	.
Cc1ccc(NC(=O)CCc2c(C)nn(-c3ccc(N4CCOCC4)nn3)c2C)c(C)c1	25%	.	.	.	.	-17	12%
O=C(c1ccc2c(c1)CC(=O)N2Cc1ccccc1)N1CCN(C2CCCCC2)CC1	?	-15%	?	?	2%	-5	-1%
Cc1cnc(C(=O)NC2C[C@H]3CC[C@@H](C2)N3C(=O)C2CCCCC2)cn1 (some centres undefined)	-4%	-10%	-14%	-6%	-3%	18	-3%
COc1cccc(Nc2nc3cc(C)ccc3nc2NS(=O)(=O)c2ccc(Cl)cc2)c1	?	.	.	.	.	4	-2%
COc1ccc(C2Cn3cnc(C(=O)N4CCC(C(=O)Nc5cc(C)cc(C)c5)CC4)c3CO2)cc1 (centres undefined)	-2%	2%	i	-4%	-24%	8	0%
O=S(=O)(NCc1csc(-c2ccccc2)n1)c1cccc(F)c1	37%[activator]	.	.	.	.	-4	3%
Cc1nc(-c2ccc(CNC(=O)CN3CCN(c4ncccn4)CC3)cc2)no1	44%[activator]	-7%	4%	i	-3%	-7	-2%
c1ccc(CN(C2CCOCC2)C2CN(Cc3cncs3)C2)cc1	6%	-9%	-15%	-6%	.	0	12%
CNC(=O)[C@@H]1C[C@H](Oc2ccccc2)CN1C(=O)c1cc(-c2ccc(C)cc2)n[nH]1	25%	-8%	-12%	?	-20%	7	-3%
Cc1nn(-c2ccccc2)c2c1C(C1CC1)N(C1CN(C(=O)c3ccccc3)C1)C2=O (centres undefined)	.	.	?	?	.	19	.
Cc1ccc(-n2ncc3c(NCC(C)C)ncnc32)c(C)c1	73%[activator]	.	.	.	.	1	6%
COc1cc(Cl)c(C)cc1Nc1nc2ccccc2n2cnnc12	13%	.	.	.	.	24	15%
NC(=O)C1CCN([C@H]2[C@@H]3OC[C@@H](O3)[C@@H](NCc3ccc4c(c3)OCO4)[C@@H]2O)CC1	?	-50%[88.5 µM]	-3%[174 µM]	-13%[172 µM]	-6%[172 µM]	6	-3%[87.6 µM]
O=S(=O)(Cc1ccccc1F)N1CCC(c2noc(-c3cccnc3)n2)C1 (centres undefined)	4%	-3%	-10%	?	-1%	7	16%
COc1cccc(-c2ccc(C(=O)N3CCC(C(=O)N4CCC(Cc5ccccc5)CC4)CC3)cc2)c1	-3%	i	?	?	.	-13	-4%[12.5 µM]
COC(=O)c1ccc2c(c1)nc1n2[C@@H](CNC2CCC2)COC1	-2%[87.6 µM]	-2%[88.5 µM]	-4%[138 µM]	-6%[172 µM]	0%[172 µM]	3	-17%[87.6 µM]
CCn1cc(CN2CCC([C@@H]3CNC[C@H]3CO)CC2)c(C)n1	36%[activator]	i	-12%	3%	-14%	-10	-9%[12.5 µM]

3 compounds from above, ordered by molecular weight, ascending:
SMILES	SNCA expr inhib	GPT2 inhibitor	3T3 cytotox	HEK cytotox	Luciferase inh	IP6K1 inh	HEK293 viab
Cc1ccc(-n2ncc3c(NCC(C)C)ncnc32)c(C)c1	73%[activator]	.	.	.	.	1	6%
CCn1cc(CN2CCC([C@@H]3CNC[C@H]3CO)CC2)c(C)n1	36%[activator]	i	-12%	3%	-14%	-10	-9%[12.5 µM]
NC(=O)C1CCN([C@H]2[C@@H]3OC[C@@H](O3)[C@@H](NCc3ccc4c(c3)OCO4)[C@@H]2O)CC1	?	-50%[88.5 µM]	-3%[174 µM]	-13%[172 µM]	-6%[172 µM]	6	-3%[87.6 µM]

(continued)
SMILES	SNCA expr inhib	GPT2 inhibitor	3T3 cytotox	HEK cytotox	Luciferase inh	IP6K1 inh	HEK293 viab
COc1ccc(-c2c(C#N)c(SCC(=O)Nc3ccc(C)cc3)nc(C)c2C(=O)Nc2ccccc2)cc1	8%	.	.	.	.	-6	-16%
CCCS(=O)(=O)Nc1cccc(-c2cn3ccc(C)cc3n2)c1	11%	.	.	.	.	-25	-11%
CC(C)CCN(C)Cc1cccc(C(F)(F)F)c1	-14%[87.6 µM]	i	-13%[138 µM]	4%[172 µM]	.	8	1%[87.6 µM]
Cc1ccc(Cl)cc1N1CCN(C(=O)c2cc3c(-c4ccccc4F)nn(C)c3s2)CC1	-2%	.	.	.	.	-13	5%
CCCN1CCCCC12Cc1ccccc1CN(C(=O)C1CCCC1)C2 (centres undefined)	-20%	i	?	?	.	-6	-23%
Fc1ccccc1-c1nc2ccn(Cc3ccc(-c4ccc(C(F)(F)F)cc4C(F)(F)F)nn3)cc-2n1	.	-1%	.	.	.	-1	-1%
COc1cc(-c2noc(-c3ccc(NCC4CCCO4)c([N+](=O)[O-])c3)n2)cc(OC)c1OC (centres undefined)	19%	.	.	.	.	1	5%
CCOc1ccc(-c2ccnc(N3CCOC(CN)C3)n2)cc1C(=O)O (centres undefined)	-14%	-11%	4%	i	4%	-4	4%
CCOc1ccc(NC(=O)c2ccc3c(c2)N(CC)C2CCCN2C3=O)cc1 (centres undefined)	0%	?	-4%	-10%	-16%	12	-22%[12.5 µM]
CCCN(C(=O)CCn1cnc2onc(-c3ccc(F)cc3)c2c1=O)c1ccccc1C	-24%	.	.	.	.	28	-9%

Filtered by structure, the compounds so far with a CF3 group
SMILES	SNCA expr inhib	GPT2 inhibitor	3T3 cytotox	HEK cytotox	Luciferase inh	IP6K1 inh	HEK293 viab
CC(C)CCN(C)Cc1cccc(C(F)(F)F)c1	-14%[87.6 µM]	i	-13%[138 µM]	4%[172 µM]	.	8	1%[87.6 µM]
Fc1ccccc1-c1nc2ccn(Cc3ccc(-c4ccc(C(F)(F)F)cc4C(F)(F)F)nn3)cc-2n1	.	-1%	.	.	.	-1	-1%

Remaining list, next part.
SMILES	SNCA expr inhib	GPT2 inhibitor	3T3 cytotox	HEK cytotox	Luciferase inh	IP6K1 inh	HEK293 viab
O=c1c2cc3c(cc2nc2sc(Nc4ccc(F)c(Cl)c4)nn12)OCO3	54%[activator]	.	.	.	.	6	6%
Cc1noc(C2CC3(CCN(C(=O)c4ccoc4)CC3)CN2C)n1 (centres undefined)	-2%	i	-8%	i	.	9	11%
O=C(c1ccc(F)c(Cl)c1)N1CC(CO)C2(CCNCC2)C1 (centres undefined)	3%	4%	2%	-3%	-4%	11	3%[12.5 µM]
CCCCCN1CCC2(CC1)Cc1ccccc1CNC2=O	6%[87.6 µM]	?	-8%[138 µM]	-7%[172 µM]	.	-4	-6%[87.6 µM]
Cc1noc(-c2cccc(OC3CN(C(=O)c4ccco4)C3)c2)n1	0%	i	-29%	-29%	-4%	-4	4%
CN(C)C(=O)c1cc(-c2ccc(Cl)cc2Cl)nc2c1cnn2C	-12%	i	-28%	-27%	.	-12	-4%
COc1ccc(C(=O)N2CCC3(CCC3OC)CC2)cc1 (centres undefined)	16%	i	-10%	2%	-4%	-1	4%
C[C@@H](NCC1CCCCC1)c1onc(-c2ccc(F)cc2)c1C(=O)O	-11%[87.6 µM]	i	i	i	4%[172 µM]	-5	3%[87.6 µM]
CC(C)C[C@H]1NC(=O)[C@@H]2C[C@@H](n3nnc(C(N)=O)c3C(N)=O)CCN2C1=O	2%[87.6 µM]	-3%[88.5 µM]	i	i	-2%[172 µM]	-5	-3%[87.6 µM]
CCN(CC)C(=O)C1=C(C)N=C2SC=C(CC(=O)NCc3ccco3)N2C1c1ccccc1F (centres undefined)	3%	3%	-2%	?	-12%	18	7%
NCCCC(=O)N1CCC2(CC1)CN(C(=O)Cc1ccccc1)CCO2	-29%	i	?	0%	.	25	-6%
O=C1c2c(nc(CNCc3cccnc3)n2Cc2ccccc2)NCCN1CC1CCOCC1	2%	4%	?	i	1%	-6	-9%
NC(=O)COC[C@@H]1CN(C(=O)CC2CCCCC2)C[C@H]1c1ccncc1	9%	5%	-24%	-7%	-1%	11	0%
Cc1ccc2oc(=O)c3cc(C(=O)NCCCOC(C)C)sc3c2c1	-15%	.	.	.	.	8	6%
COc1ccc(CNC(=O)CCCn2c(=O)c3cccn3c3ccc(F)cc32)cc1OC	11%	.	.	.	.	8	-6%
Cc1cnc(Nc2ccc(N3CCN(C)CC3)cc2)nc1Nc1cccc(S(=O)(=O)NC(C)(C)C)c1	92%[activator]	19µM*	.	.	.	.	?
CCC(=O)N1CCc2cc(S(=O)(=O)NCCC(=O)NC(C)c3ccccc3)ccc21 (centres undefined)	23%	.	.	.	.	10	13%
CCNC(=O)N1CCCCCC1CN1CCc2ccccc2C1 (centres undefined)	-12%	1%	-27%	-22%	-9%	-16	-7%
CN(C)c1ccc2c(c1)CN(C(=O)c1cnn(C)c1)CCO2	-4%	1µM*	-24%	-2%	.	-6	3%
COCCc1nncn1C1CCN(C(=O)c2ccccc2OC(F)(F)F)CC1	-26%	-13%	-1%	5%	-4%	-4	10%
CCCn1cc(C2CCN(S(=O)(=O)c3c(C)c(C)cc(C)c3C)CC2)c2ccccc21	1%	4%	-7%	?	-2%	-2	4%
CN(C)C(=O)NCCNC(=O)c1cccc(-c2ncccc2C#N)c1	23%	1%	-12%	i	.	0	-4%
COc1cc(C(=O)N2CCC[C@H]2c2nc(-c3ccc(F)cc3)no2)cc(OC)c1OC	14%	i	-16%	?	10%	0	-1%
O=C(NC1CCCC1)c1c(OCC2CC2)cc(=O)n2c1CCOCC2	29%	i	-15%	?	-3%	5	5%
CCC(C)(C)C(=O)N1CCC2(CC1)N(C)C(=O)CS2(=O)=O	-11%	i	-19%	i	-11%	-1	12%
CN1CCN(C(=O)c2cc(C3CC3)[nH]n2)CC12CCNC(=O)CC2 (centres undefined)	24%	i	5%	-4%	1%	18	-3%
O=C(CCC[C@@H]1[C@H]2CCCN3CCC[C@@H](CN1Cc1ccccc1)[C@@H]23)N1CCOCC1	?	2%	?	?	-8%	-1	4%
O=C1CC2(CCN([S+](=O)([O-])c3cccs3)CC2)Oc2ccccc2N1c1ccccc1	-10%	-5%	?	?	1%	10	-11%
COC1=C(C(=O)OCc2ccccc2)N(c2c(C)cccc2C)[S+](=O)([O-])c2ccccc21	.	.	-30%	?	.	4	.
CCC1=C(C(=O)OC)C(c2ccccc2F)N2C(CC(=O)N3CCC(C)CC3)=CSC2=N1 (centres undefined)	-2%	i	?	?	-2%	-2	-19%
Cc1nnc(CN(C)C(=O)c2cccc(S(=O)(=O)N3CCOCC3)c2)o1	-11%	1%	-8%	-12%	-3%	-4	5%
CN(C)CC1(O)CCCN(Cc2cccc3ncccc23)C1 (centres undefined)	4%	i	-10%	-8%	-3%	-8	2%
COc1cc2c(cc1OC)C(C[C@H]1CN(C(=O)c3ccco3)CC[C@H]1CC(=O)O)=NCC2	11%	?	4%	-18%	0%	21	22%
